# High-throughput results as filed in PubChem BioAssay.
# MT1-MMP act inh = MT1-MMP (human) activation inhibition | hit rate 0.061% among 360,000 | AID 651647 | HT1080 RFP-PRO-GFP cells, GFP/RFP ratio fluorescence, overnight; percent of plate control window, DMSO zero | GFP/RFP ratio change, % at 20 µM;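 active = GFP/RFP ratio change of at least 30% with cell ATP level not reduced by more than half and red fluorescence within 50% of control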; also: strong numbers were not always called active
#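 Read-out: GFP/RFP fluorescence ratio; Test system: RFP-PRO-GFP reporter HT1080 cells; Compound dosing: single-point 20 µM compound, 1% DMSO; Times: overnight compound exposure at 37 °C.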
# Rin1 Abl inh = human Rin1-Abl interaction inhibition; inhibition, % at 7.35 µM; TR-FRET Rin1/Abl binding, biochemical; AID 588664; hit rate 0.4% among 360,000; P00519+Q13671; in the data active = inhibition above about 5%, passing the limit was not always enough
# MsrA inhibitor = inhibitors of bovine MsrA; purified bovine MsrA, absorbance read-out; inhibition, % at 15.5 µM; hit rate 0.75% among 360,000; in the data active = inhibition above about 4.5%;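 also: 0% = vehicle wells with enzyme and 100% = reference inhibitor wells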
# NRP1-CendR mod = alters CendR peptide binding to human NRP-1 | FAM-RPARPAR peptide binding to NRP-1, fluorescence polarization | inhibition, % at 25 µM | hit rate 0.85% among 360,000 | AID 602438;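 active = inhibition or corrected inhibition above about 18%, plus a signal ratio from 0.5 to 1.5, limit read from the data, passing the limit was not always enough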; also: strong numbers were not always called active
# Neddylation inh = blocks human cullin neddylation. hit rate 0.58% among 360,000. P61081+Q13564. calls only at 25 µM. TR-FRET cullin neddylation, biochemical; in the data active = inhibition above about 36%
# Target sequence (P61081 whole entry, looked up): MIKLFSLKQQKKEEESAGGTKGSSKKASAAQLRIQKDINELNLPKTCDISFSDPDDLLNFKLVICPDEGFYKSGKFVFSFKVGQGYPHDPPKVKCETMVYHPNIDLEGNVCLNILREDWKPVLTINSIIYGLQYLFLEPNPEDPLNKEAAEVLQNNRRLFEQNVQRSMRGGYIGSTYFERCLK
# Target sequence (Q13564 whole entry, looked up): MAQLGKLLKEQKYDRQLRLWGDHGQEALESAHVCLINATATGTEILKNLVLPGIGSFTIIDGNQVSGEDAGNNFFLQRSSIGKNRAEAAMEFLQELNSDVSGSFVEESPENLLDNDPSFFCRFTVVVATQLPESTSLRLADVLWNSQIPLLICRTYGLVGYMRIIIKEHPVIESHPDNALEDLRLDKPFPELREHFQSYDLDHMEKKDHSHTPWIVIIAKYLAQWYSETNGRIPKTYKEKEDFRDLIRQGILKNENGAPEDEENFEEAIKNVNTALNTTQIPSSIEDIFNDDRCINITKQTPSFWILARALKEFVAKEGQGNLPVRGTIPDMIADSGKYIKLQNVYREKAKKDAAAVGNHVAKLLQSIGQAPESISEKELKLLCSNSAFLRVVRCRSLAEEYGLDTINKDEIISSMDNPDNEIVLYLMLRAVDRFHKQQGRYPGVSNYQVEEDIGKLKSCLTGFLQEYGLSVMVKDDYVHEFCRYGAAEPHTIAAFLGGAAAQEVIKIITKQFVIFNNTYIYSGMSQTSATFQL
# SKN-1 block = blocks SKN-1 activity in C. elegans. C. elegans VP596 Pgst-4::GFP/RFP ratio, acrylamide-induced, 24 h. inhibition, % at 21.8 µM. hit rate 0.49% among 360,000. AID 624304;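 active = interference check ratio from 0.5 to 1.5 plus GFP to RFP signal ratio inhibition reaching or exceeding a fixed threshold, cut at about 30% in these data, passing the limit was not always enough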; also: some compounds called inactive have numbers as strong as hits
# MsrA act = bovine methionine sulfoxide reductase A activation. purified bovine MsrA, absorbance read-out. hit rate 0.3% among 360,000. activation, % at 10.6 µM; in the data active = activation above about 7.5%;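 also: 0% = vehicle and 100% = reference activator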
# FAS-TE inh = inhibitors of human fatty acid synthase thioesterase domain; P49327; recombinant FAS-TE, OMFH fluorogenic substrate, fluorescence endpoint; inhibition, % at 15 µM; hit rate 0.67% among 360,000; AID 602261;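 active = compounds whose normalised, plate-corrected inhibition of enzyme fluorescence in the single-dose primary screen is 50% or more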;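 also: 0% = DMSO with enzyme and 100% = substrate without enzyme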
# eLon inh = E. coli protease La inhibition; P0A9M0; purified E. coli Lon protease, fluorescence polarization; inhibition, % at 7.94 µM; hit rate 0.42% among 360,000; in the data active = inhibition above about 13%, passing the limit was not always enough;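 also: 0% = enzyme with probe and DMSO and 100% = no enzyme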
# An asterisk follows results filed as active; i = inactive; . = no result given. This is a random part of the collection (roughly 4.2% active in at least one column).
Structure	MT1-MMP act inh	eLon inh	Neddylation inh	MsrA act	FAS-TE inh	SKN-1 block	NRP1-CendR mod	Rin1 Abl inh	MsrA inhibitor
O=C(OCC(=O)N1CCN(S(=O)(=O)c2ccc(Cl)cc2)CC1)c1cc(Br)ccc1O	-3	-2	i	-3	33	13	-8	-3	1.0
O=C(CN1CCN(C(=O)c2ccco2)CC1)Nc1ccc2c(c1)OCO2	3	-2	i	-4	-4	6	5	-2	-0.9
CCOC(=O)n1c(O)c(N=NC(N)=S)c2cc(C)ccc21	2	2	i	-6	-5	-2	12	-6	0.3
O=C(N1CCOCC1)N1CCN(S(=O)(=O)c2ccc(F)cc2)CC1	-2	7	i	-8	-5	-9	-10	-1	-1.1
Cc1ccc(C)c(Nc2cc(C(=O)NCc3cccnc3)c3ccccc3n2)c1	-11	-19	i	-9	4	-2	6	-5	0.3
Fc1cccc(Cc2c(C3CCCCC3)nc3c4ccccc4ccn23)c1	-3	-2	i	-5	14	9	-16	.	0.7
CC(C)(C)c1ccccc1NC(=O)Nc1nc(C(N)c2ccccc2Cl)cs1 (centres undefined)	-6	-11	i	-10	1	-8	-14	1	-0.6
Cc1cc(Br)ccc1NC(=O)c1ccccc1-c1ccccc1	-6	0	i	0	24	-1	-7	2	-0.4
COc1ccc(/C=N/Nc2nc(C)cc(-c3ccccc3)n2)cc1OC	-4	-1	i	3	2	-4	6	2	4.0
CCN(CC)C(=O)c1sc2nc(-c3cccs3)cc(-c3ccc(Cl)cc3)c2c1N	-38	11	i	-1	-1	27	-28	-4	0.1
COc1ccc([N+](=O)[O-])cc1NC(=O)C(C)OC(=O)/C=C/c1ccco1 (centres undefined)	4	-4	i	-6	62*	2	5	0	2.1
COc1ccc(C(=O)N2CCN(c3ccccc3Cl)CC2)cc1S(=O)(=O)NC1CC1	-2	-6	i	0	0	-2	3	3	1.4
O=C(NCc1ccccc1)[C@@H]1C[C@H]1[C@@H](NP(=O)(c1ccccc1)c1ccccc1)c1ccccc1	-5	12	i	-9	0	5	-7	-3	-0.1
CCC(C)NC(=O)Cn1nc([N+](=O)[O-])c(Cl)c1C (centres undefined)	2	-2	i	-1	-2	19	6	1	0.7
O=C(Nc1cc(F)ccc1F)C1CCCN1S(=O)(=O)c1cccc2nsnc12 (centres undefined)	4	3	i	-4	0	14	1	1	-0.5
O=C(NC1CC1)C1=C[C@@H](c2ccc(C(F)(F)F)cc2)C[C@@H](OCCCCO)O1	3	-10	i	-1	1	-13	-7	2	-0.4
COc1cccc(NC(=O)CN(C)C(=O)c2cc(S(=O)(=O)N3CCCCCC3)ccc2OC)c1	5	0	i	1	-5	8	10	1	-1.7
CCn1cc(Cl)c(C(=O)NNC(=O)CCn2cc([N+](=O)[O-])cn2)n1	-1	1	i	-1	-11	7	4	-1	1.9
Cc1cccc2cc(CN(C(=O)c3cccs3)c3ccccc3)c(=O)[nH]c12	-2	6	i	-3	-7	3	-19	-2	-0.2
CC(CCc1ccccc1)NC(=O)c1ccc(-n2cncn2)c([N+](=O)[O-])c1 (centres undefined)	4	0	i	-4	15	11	-10	-2	-0.8
N#C/C(=C(/O)CCl)c1nc(-c2ccccc2)cs1	-14	-19	i	-4	-4	12	-46	0	0.0
CN(C)/C=C(/C(=O)c1ccc(F)cc1)S(=O)(=O)c1ccc(F)cc1	3	2	i	-5	-2	3	13	8	0.3
COC(=O)c1ccc(CSc2nc3c(cnn3-c3ccc(Cl)cc3)c(=O)[nH]2)o1	-3	-1	i	-3	6	4	7	3	-0.3
O=C(Cn1ncc(Cl)c(Cl)c1=O)NCC1CCCCC1	-8	3	i	-3	14	8	2	4	0.1
COc1ccc(OC)c(C(=O)c2coc3ccc(OCC(=O)O)cc23)c1	-2	-2	i	-2	-3	2	9	-1	1.0
O=C(O)CCC(=O)N1N=C(c2ccc(Br)cc2)CC1c1cccs1 (centres undefined)	2	-2	i	0	-3	11	-8	-1	0.6
CCOC(=O)c1sc2c(c1C)c(=O)n(CCO)c(=O)n2Cc1ccccc1	2	6	i	-1	7	10	3	0	-0.1
COc1ccc(C(=O)N2CCCCC2)cc1S(=O)(=O)Nc1ccccc1	7	-1	i	-2	-1	5	-7	-1	-0.1
O=C(Nc1ccc2c(c1)OCCO2)C(=O)NC1CC1	2	-6	i	-1	1	5	-4	0	-0.1
CCCCCCC(=O)N1CCCC(c2nc(-c3cccc(OC)c3)no2)C1 (centres undefined)	-2	4	i	-8	15	1	1	-3	-1.6
CCOC(=O)c1c(C)n(C)c2cc(Br)c(OC)cc12	-2	8	i	-2	7	8	10	-2	2.0
O=C(COC(=O)c1cc(=O)c2ccccc2o1)NCc1ccc(Cl)cc1	6	1	i	-8	-4	26	1	4	1.0
CCOC(=O)N1CCC(NC(=O)c2cc3c(=O)n(C)c4ccccc4c3n2C)CC1	8	6	i	-2	1	7	-4	1	-1.1
COc1cc(NC(=O)c2ccccc2)c(C)cc1NC(=O)CC(CC(=O)O)c1ccccc1 (centres undefined)	0	-7	i	-3	-4	25	2	-1	-0.1
CC1OC(CCc2cccc(Cl)c2)Cc2[nH][nH]c(=O)c21 (centres undefined)	1	-7	i	-2	-16	11	-2	.	-1.3
COc1ccc(CCN(/C=C2\Sc3ccccc3C2=O)C(C)=O)cc1OC	6	-3	i	-9	0	8	-5	-2	0.6
CN1CCN(S(=O)(=O)c2ccc(NS(=O)(=O)c3ccccc3)cc2)CC1	-5	0	i	-3	-5	-2	-1	2	0.3
CCNc1nc(NCC)nc(NS(=O)(=O)c2ccc(N)cc2)n1	2	-12	i	-6	-3	-2	1	2	0.0
Cc1ccc(SC(=O)COc2ccccc2C)cc1	-4	-7	i	-3	26	19	-2	-7	-0.2
O=C(Oc1c(-c2ccccc2Cl)oc2ccccc2c1=O)c1ccc(Cl)cc1	-10	-5	i	-5	30	6	-3	1	-0.6
Cn1cc(S(=O)(=O)N2CCN(C(=O)c3ccco3)CC2)c(=O)n(C)c1=O	6	-2	i	-1	-5	4	-2	-2	0.5
C=CCN(CC=C)S(=O)(=O)c1ccc(NC(=S)NC(=O)C2CC2)cc1	0	-9	i	-11	22	17	-1	1	0.2
Cc1cccc(N2CCN(S(=O)(=O)c3cc4c(cc3Cl)NC(=O)CO4)CC2)c1C	-2	-13	i	1	-1	1	-35	-3	0.6
N=c1c2c3c(sc2ncn1N)CCCCC3	3	5	i	0	-7	-16	-3	-6	1.0
CC(=O)Cc1nsc(NC(=O)c2ccc(-c3cc(Cl)ccc3Cl)o2)n1	-7	-8	i	-9	0	3	3	0	1.4
CCOC(=O)C1=C(c2ccccc2)Nc2c(c(=O)n(C)c(=O)n2C)C1c1ccc(O)c(OC)c1 (centres undefined)	-1	-7	i	-7	-4	-9	2	-3	2.0
Cc1cc(CCNC=O)c(C)c2c1sc1ccccc12	11	1	i	-1	3	11	-4	-1	0.5
COc1ccc(OC)c(C(=O)NC(CC(N)=O)c2ccc(N3CCC(N4CCCCC4)CC3)c([N+](=O)[O-])c2)c1 (centres undefined)	-2	1	i	-6	-8	-1	6	0	-1.1

# 11 entries already listed, arranged by length of the SMILES, highest first.
Structure	MT1-MMP act inh	eLon inh	Neddylation inh	MsrA act	FAS-TE inh	SKN-1 block	NRP1-CendR mod	Rin1 Abl inh	MsrA inhibitor
COc1ccc(OC)c(C(=O)NC(CC(N)=O)c2ccc(N3CCC(N4CCCCC4)CC3)c([N+](=O)[O-])c2)c1 (centres undefined)	-2	1	i	-6	-8	-1	6	0	-1.1
CCOC(=O)C1=C(c2ccccc2)Nc2c(c(=O)n(C)c(=O)n2C)C1c1ccc(O)c(OC)c1 (centres undefined)	-1	-7	i	-7	-4	-9	2	-3	2.0
Cn1cc(S(=O)(=O)N2CCN(C(=O)c3ccco3)CC2)c(=O)n(C)c1=O	6	-2	i	-1	-5	4	-2	-2	0.5
CN1CCN(S(=O)(=O)c2ccc(NS(=O)(=O)c3ccccc3)cc2)CC1	-5	0	i	-3	-5	-2	-1	2	0.3
C=CCN(CC=C)S(=O)(=O)c1ccc(NC(=S)NC(=O)C2CC2)cc1	0	-9	i	-11	22	17	-1	1	0.2
CC(=O)Cc1nsc(NC(=O)c2ccc(-c3cc(Cl)ccc3Cl)o2)n1	-7	-8	i	-9	0	3	3	0	1.4
COc1ccc(CCN(/C=C2\Sc3ccccc3C2=O)C(C)=O)cc1OC	6	-3	i	-9	0	8	-5	-2	0.6
CC1OC(CCc2cccc(Cl)c2)Cc2[nH][nH]c(=O)c21 (centres undefined)	1	-7	i	-2	-16	11	-2	.	-1.3
CCNc1nc(NCC)nc(NS(=O)(=O)c2ccc(N)cc2)n1	2	-12	i	-6	-3	-2	1	2	0.0
Cc1cc(CCNC=O)c(C)c2c1sc1ccccc12	11	1	i	-1	3	11	-4	-1	0.5
N=c1c2c3c(sc2ncn1N)CCCCC3	3	5	i	0	-7	-16	-3	-6	1.0

# (cont.)
Structure	MT1-MMP act inh	eLon inh	Neddylation inh	MsrA act	FAS-TE inh	SKN-1 block	NRP1-CendR mod	Rin1 Abl inh	MsrA inhibitor
COc1ccc(CNC(=O)C(c2ccco2)N(C(=O)Cc2cccs2)c2cccnc2)cc1 (centres undefined)	-4	-12	i	-3	-2	4	-11	2	0.8
O=C(CN1CCC(NC(=O)c2cccc(F)c2)CC1)NCc1cccs1	2	4	i	-13	-10	-4	-5	-2	-0.2
CCc1ccc(NC(=O)CSc2n[nH]c(C)c2[N+](=O)[O-])cc1	3	-15	i	0	11	-5	12	2	0.6
CCOc1cc(/C=N/NC(=O)CN2CCOCC2)ccc1OCc1ccccc1	0	-1	i	-4	-9	-11	3	3	0.4
COCC(=O)N1CCC(Oc2ccc(C(=O)N3CCCCC3COC)cc2)CC1 (centres undefined)	5	5	i	-6	-8	17	0	4	-0.3
Cc1ccc(S(=O)(=O)N2CCC(C(=O)OCC(=O)N3CC(C)CC(C)C3)CC2)cc1C (centres undefined)	5	2	i	1	10	1	5	4	0.0
Cc1ccc([N+](=O)[O-])cc1NC(=S)NCCc1ccccc1	3	0	i	-6	56*	-9	1	3	-1.0
NC(=O)c1nsc(C(=O)N(CC(=O)NC2CCCC2)c2cccc(C(F)(F)F)c2)c1N	2	7	i	-1	5	11	2	-2	-0.8
COc1cccc(C2Nc3ccccc3C(=O)N2c2ccc(F)cc2)c1O (centres undefined)	-1	-4	.	-3	2	-17	-2	1	0.9
COc1ccc(CCNc2oc(Cc3ccccc3)nc2C#N)cc1OC	-1	4	i	-1	5	-11	15	1	-0.4
Cc1cc(C)cc(-n2nnnc2-c2cn(C)nc2C(F)(F)F)c1	5	6	i	-1	-1	5	-2	7.5*	0.7
CC1=C(C(=O)Nc2ccccc2C(=O)NCc2ccccc2)SCCO1	-1	-9	i	-1	6	20	3	-3	0.0
CCN(CC)CC#CCC(O)(c1ccccc1)C1CCCCC1 (centres undefined)	-4	5	i	-3	-4	-1	0	-2	-0.4
O=C(O)c1cccc2c1C(=O)c1ccc(N3CCN(Cc4ccc5c(c4)OCO5)CC3)cc1S2(=O)=O	-1	-7	i	-2	-23	3	-34	-4	1.2
